Bioassay records from PubChem BioAssay.
Sm TGR block: qHTS Assay for the Inhibitors of Schistosoma Mansoni Peroxiredoxins; Schistosoma mansoni thioredoxin glutathione reductase (TGR), Q962Y6; purified TGR, DTNB reduction, TNB absorbance 405 nm; Potency, µM (highest dose often 114 µM), without a hit: at the highest dose activity change, negative = inhibition, hits mostly inhibitors; 3% of 360,000 active; further: nearly all actives have a fitted effect of over 60% in size
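TGR 20 nM + NADPH 100 uM (dispensed conc.), cpd preinc 15 min RT; start with NADPH (500 uM addition) then DTNB (15 mM addition). Kinetic TNB absorbance, 405 nm filter. Four-parameter Hill fit across titration.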
Tb PYK inh: qHTS of Trypanosoma Brucei Inhibitors. pyruvate kinase (Trypanosoma brucei), Q57TT1. TbPYK enzyme, Kinase-Glo Plus ATP luminescence, 45 min. Potency, µM (doses to about 76.8 µM), without a hit: at the top dose activity, negative = inhibition, actives largely listed as inhibitors. 0.12% of 410,000 active. AID 624173, 2012; further: nearly all actives have a fitted effect of over 50% in size
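Readout: single end-point luminescence (Kinase-Glo Plus, 10 min). Reaction conditions were TbPYK/substrate plus 130 uM ADP, 45 min at RT, pH 7.2 TEA buffer. No-enzyme wells served as controls, and data were normalized before concentration-response fitting.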
* = called active by the depositor; ? = inconclusive; [ ] = dose if it differs, or a comment. The call rests on the fitted dose curve; in most records, active means well fitted curve in the direction sought with a large enough effect; inconclusive means small, poorly fitted or top-dose-only effect, or another doubt; inactive means no such curve, though single readings can be large; an effect the other way counts as inactive or inconclusive. On the % scale 0 is the no-effect control and ±100 the full control effect; potency means the concentration at half of the fitted maximal effect. Some of the compounds tested; count on the stated rates, not on these rows.

SMILES	Sm TGR block	Tb PYK inh
CCc1cnc2c(c1SCC(=O)Nc1ccc(C)cc1C)c(=O)n(C)c(=O)n2C	4%	-7%
CCOc1ccc(NC(=O)c2nn(C)c3c2CS(=O)(=O)c2ccccc2-3)cc1	-1%	6%
COc1cc(NC(=O)CSc2nc3ncccc3o2)cc(OC)c1	5%	-1%
COc1cccc(-c2nnc(SCC(=O)N3CCCCC3)o2)c1	-2%	-2%
CCCN1CCN(CCCNC(=O)Cn2nc(C)n3c(cc4c(OC)cccc43)c2=O)CC1	-2%	-2%
Cc1ccccc1CNCCSc1nnnn1-c1ccccc1	7%	-10%
COC(=O)c1cc(NC(=O)c2cnc(SC)nc2-c2ccccc2)cc(C(=O)OC)c1	-7%	-3%
COC(=O)CSc1nc2sc3c(c2c(=O)n1-c1ccc(C)cc1)CC(C(C)C)OC3 (stereo unspecified)	-1%	-6%
COc1ccc(Cn2c(=O)c3oc4ccccc4c3n(Cc3ccccc3)c2=O)cc1	3%	-5%
CCOC(=O)c1cnc2ccc(OCC)cc2c1N1CCN(c2ccccc2F)CC1	14%	0%
CCOc1ccc(-c2cc3c(=O)n(CC(=O)NCc4ccc(F)cc4)ccn3n2)cc1	0%	-6%
CCOC(=O)c1c(NC(=O)c2cc3nc(-c4ccc(OC)cc4)cc(C(F)(F)F)n3n2)sc(C)c1C	7%	2%
CNc1c(NC(=O)c2ccc(OC)c(OC)c2)c(=O)oc2ccccc12	7%	1%
COC(=O)C1=C(CS(=O)(=O)c2cc(Cl)ccc2OC)NC(=O)NC1c1ccccc1 (stereo unspecified)	-10%	5%
COc1ccc(CNC(=O)c2ccc3c(c2)nc2n3CCCCC2)cc1	1%	-5%
CCn1c(=N)c(C(=O)NCc2ccccc2)cc2c(=O)n3cc(C)ccc3nc21	10%	1%
CCOCCCn1c(SCC(=O)Nc2ccccc2Cl)nc2c(oc3ccccc32)c1=O	7%	-1%
CSc1ccc(CCNC(=O)C(C)n2nc(C)c3c(C)n(-c4ccccc4)nc3c2=O)cc1 (stereo unspecified)	1%	4%
Cc1cccc(-n2c(-c3ccco3)nc3c(cnn3-c3ccccc3C)c2=O)c1	-15%	6%
CC(C)(C)c1ccc(-c2noc(CCC(=O)Nc3cccc(Cl)c3)n2)cc1	13%	0%
CCC1CCCCN1S(=O)(=O)c1ccc(NC(=O)c2cc(=O)c3ccccc3o2)cc1 (stereo unspecified)	3%	1%
CCCNC(=O)C1CCN(c2nc3ccc(C)cc3[nH]2)CC1	14%	-2%[15.4 µM]
COc1ccc(-c2nc(CSCC(=O)N3CCN(c4cccc(C)c4C)CC3)c(C)o2)cc1OC	-4%	-3%
Cc1ccc2c(c1)N(C(=O)N1CCC(C(=O)NC3CCCCCC3)CC1)CC(C)O2 (stereo unspecified)	2%	-2%
Cc1cccc(CC(=O)NC2CC(=O)N(c3ccccc3)C2)c1 (stereo unspecified)	-3%	3%
CC(=O)N1CCc2c(sc3c2c(=O)n(CCc2ccccc2)c(=O)n3CC(=O)Nc2ccc(C)c(F)c2)C1	7%	4%
Cc1ccc2[nH]c3c(=O)n(CC(=O)N(CCN(C)C)Cc4ccccc4)ncc3c2c1	12%	3%
CCOC(=O)c1ccc(OC(=O)c2cn(-c3ccc(C)cc3)c(=O)c3ccccc23)cc1	-10%	-9%
COc1ccc(C2c3c(n(C)c4ccccc34)C(=O)N2CC(=O)Nc2ccccc2F)cc1 (stereo unspecified)	3%	2%[15.4 µM]
O=C(CCNS(=O)(=O)c1cccc2nsnc12)Nc1ccc(F)cc1	2%	4%
CC(C)Oc1ccc(CNC(=O)c2cc3cccc4c3n2CC(C)S4)cc1 (stereo unspecified)	10%	-9%[15.4 µM]
COc1cccc(C(=O)NCCc2csc(-c3cccc(F)c3)n2)c1OC	-2%	4%
Cc1cccc(Cn2cccc2CNS(=O)(=O)c2ccccc2F)c1	?	6%
CN(C)c1ccc(CNC(=O)c2ccc(NC(=O)N3CCCCc4ccccc43)cc2)cc1	-3%	0%
COc1ccc(Cl)cc1-n1nnc(-c2nsc(NC(=O)c3ccccc3Cl)n2)c1C	-13%	-1%
Cc1ccc(NC(=O)CSc2nc(=O)n(Cc3ccco3)c3c2CCC3)cc1F	-12%	-4%
CCc1c(C)sc2c1CCN(C(=O)Nc1cc(OC)c(OC)c(OC)c1)C2c1ccccc1 (stereo unspecified)	7%	1%
CC1=C(C(=O)Nc2cccnc2)C(c2cccc(F)c2)n2nc(SCc3ccccc3)nc2N1 (stereo unspecified)	5%	-1%
O=S(=O)(NCCc1csc2nc(-c3ccccc3)nn12)c1cc(F)ccc1F	-2%	-3%
Cc1nc(-c2ccc(C)c(S(=O)(=O)N3CCC(C(=O)NCc4ccc(Cl)cc4)CC3)c2)no1	-1%	0%
Cc1cc(N2CCCCC2)nc2ccc(NC(=O)CCC(=O)N3CCN(c4ccccc4)CC3)cc12	1%	1%
COc1ccc(C(=O)Nc2nnc(S(=O)(=O)N(CC(C)C)c3ccccc3)s2)cc1	6%	-1%
Cc1cccc(Cn2c(SCc3ccc(C(=O)N4CCC(C)CC4)cc3)nc3ccncc32)c1	-3%	2%
CCOc1ccc(OCC(=O)Nc2ccc(S(=O)(=O)Nc3cc(C)on3)cc2)cc1	7%	0%
Cn1cnc(S(=O)(=O)N2CCC(C(=O)N3CCN(c4ccccc4F)CC3)CC2)c1	4%	-7%
CC(C)(C)C1CCc2c(sc(NC(=O)c3ccccc3F)c2C(=O)N2CCCCC2)C1 (stereo unspecified)	4%	1%
COc1ccc(CNC(=O)c2ccc(Cn3c(=O)c4cccn4c4cccnc43)cc2)cc1OC	8%	3%
Cc1ccc(NC(=O)C2CCCN2S(=O)(=O)c2cccc3nsnc23)cc1Cl (stereo unspecified)	-2%	5%
CCc1ccc(S(=O)(=O)c2nnn3c2nc(Nc2ccc(F)cc2)c2cc(Cl)ccc23)cc1	7%	0%
CCC1CCCCN1C(=O)CSc1nc(-c2ccc(OC)c(OC)c2)cc(C(F)(F)F)n1 (stereo unspecified)	4%	1%
COc1ccc(CNC(=O)c2ccc3c(c2)N(Cc2ccccc2)C(=O)c2ccccc2S3(=O)=O)cc1	5%	-2%
CCOC(=O)COc1ccc(F)cc1C(=O)c1ccn2nc(-c3ccc(Cl)cc3)cc2n1	-1%	3%
N#C/C(=C\c1ccc(Cl)cc1)c1nc(-c2cc3c(ccc4ccccc43)oc2=O)cs1	-1%	-2%
Cc1ccc(NC(=O)Cn2c(=O)ccc3cc(S(=O)(=O)N4CCC(C)CC4)ccc32)cc1Cl	2%	-4%
CC(=O)Nc1cccc(-c2nnc(SCC(=O)c3ccc([N+](=O)[O-])cc3)o2)c1	-2%	1%
CN(C)c1ccc(C(CNC(=O)c2cccc(C(F)(F)F)c2)N2CCCC2)cc1 (stereo unspecified)	-10%	1%
COc1cccc(CNc2nc3ccccc3c3nc(-c4cccc(C)c4)nn23)c1	2%	-13%
CCCN1C(=O)C(O)(CC(=O)c2ccc(CC)cc2)c2ccccc21 (stereo unspecified)	8%	1%
Cc1ccc(Cl)cc1-n1c(SCC(=O)NCc2ccccc2)nc2n[nH]c(C)c2c1=N	0%	-4%
Cc1ccc(Cl)cc1NC(=O)CN1C(=O)CSc2ccc(S(=O)(=O)N3CCCC3)cc21	-2%	-3%

7 records picked at random from the list so far:
SMILES	Sm TGR block	Tb PYK inh
Cc1ccc(Cl)cc1-n1c(SCC(=O)NCc2ccccc2)nc2n[nH]c(C)c2c1=N	0%	-4%
CCc1ccc(S(=O)(=O)c2nnn3c2nc(Nc2ccc(F)cc2)c2cc(Cl)ccc23)cc1	7%	0%
COc1ccc(CNC(=O)c2ccc3c(c2)N(Cc2ccccc2)C(=O)c2ccccc2S3(=O)=O)cc1	5%	-2%
Cc1ccc(NC(=O)Cn2c(=O)ccc3cc(S(=O)(=O)N4CCC(C)CC4)ccc32)cc1Cl	2%	-4%
COc1ccc(CNC(=O)c2ccc(Cn3c(=O)c4cccn4c4cccnc43)cc2)cc1OC	8%	3%
CC(C)(C)C1CCc2c(sc(NC(=O)c3ccccc3F)c2C(=O)N2CCCCC2)C1 (stereo unspecified)	4%	1%
Cn1cnc(S(=O)(=O)N2CCC(C(=O)N3CCN(c4ccccc4F)CC3)CC2)c1	4%	-7%

Next structures:
SMILES	Sm TGR block	Tb PYK inh
Cc1ccc(NC(=O)C(=O)NCCCN2CCOCC2)cc1C	1%	2%
Cn1c(=O)[nH]c2cc(-c3noc(-c4ccc(Br)cc4)n3)ccc21	0%	2%
COc1cc(NC(=O)CCCc2nnc3n(CC(C)C)c(=O)c4sccc4n23)cc(OC)c1	-3%	0%
CCOC(=O)COc1ccccc1C1C(C(=O)OC)=C(C)NC2=C1C(=O)c1ccccc12 (stereo unspecified)	0%	-7%
Cc1ccc(Cl)cc1NC(=O)CCC(=O)N1CC(C)Sc2ccccc21 (stereo unspecified)	1%	0%
CCOC(=O)CC(NC(=O)CCc1c(C)nc2cc(-c3ccccc3)nn2c1C)c1ccc(C)cc1 (stereo unspecified)	0%	-12%
Cc1ccc(-c2cc3nccc(-c4cc([N+](=O)[O-])ccc4O)n3n2)cc1	-2%	5%
COc1ccc(NS(=O)(=O)c2ccc(-c3cnc(C4CC4)o3)cc2)cc1Cl	7%	-2%
O=C(NCc1ccc(Cl)cc1)c1ccc2c(c1)nnn2C1CCCC1	-1%	-2%
CCCn1cc(S(=O)(=O)c2cc(C)ccc2C)c(=O)c2cc(F)c(N3CCN(CC)CC3)cc21	-3%	-6%
COCCCN1C(=O)c2ccccc2CC1(C)C(=O)NC1CCCCC1 (stereo unspecified)	7%	2%
CN(C)c1ccc(C(CNC(=O)c2ccc(C(C)(C)C)cc2)N2CCOCC2)cc1 (stereo unspecified)	-1%	-25%
Cc1ccc(-n2ncc3c(N4CCN(c5ccccc5)CC4)ncnc32)cc1C	-1%	2%
Cc1ccc(-c2cc(NC(=O)c3cccc(C)c3)on2)cc1	2%	-3%
COc1ccc(CCN2CCC(CNC(=O)c3cnn(-c4ccccc4)c3C3CCN(C(=O)OC(C)(C)C)CC3)CC2)cc1	5%	3%[15.4 µM]
COc1ccc(NC(=O)CSc2nnc3c(C)cc4ccccc4n23)cc1	13%	5%
CCCCN(CC)C(=O)Cn1c(=O)n(-c2ccc(OCC)cc2)c(=O)c2c3c(sc21)CCCC3	-7%	2%
CCCC(=O)NCCc1nc2ccccc2n1Cc1c(F)cccc1Cl	-3%	-4%
Cc1cccc(N2CCN(C(=O)c3cccc(-n4c(C)nc5cccnc54)c3)CC2C)c1 (stereo unspecified)	3%	2%[15.4 µM]
O=C(NCc1cccs1)c1ccc(CSc2nc3ccncc3n2Cc2ccccc2)cc1	-9%	0%
Cc1cccc(N2CCN(c3nc4ccccc4c4nc(-c5cccnc5)nn34)CC2)c1C	9%	2%
CCOc1ccc(C(=O)c2cn(CC(=O)Nc3cccc(OC)c3)c3cc4c(cc3c2=O)OCCO4)cc1	0%	6%
CCNC(=O)CC1C(=O)N(c2ccc(F)cc2)C(=O)N1CCOC (stereo unspecified)	7%	3%
Cc1cc(-c2ccc(C)c(S(=O)(=O)NC(c3cccs3)C(C)C)c2)on1 (stereo unspecified)	-1%	-1%
O=C(NNc1ncnc2c1cnn2-c1ccccc1)c1cccc(Cl)c1	-2%	-9%
COc1ccc(C(=O)N(Cc2cc(OC)c(OC)c(OC)c2)c2ccccn2)cc1	2%	-3%
CCOC(=O)N1CCc2c(sc(NCc3cc(OC)c(OC)cc3OC)c2C(=O)Nc2ccc(OCC)cc2)C1	-1%	?
Cc1cccc(-c2nc(C(N)=O)c3c(n2)n(-c2ccc4c(c2)OCO4)c(=O)n3C)c1	2%	-7%
Cc1cc(C)c(Cn2c(C(O)c3ccccc3)nc3ccccc32)c(C)c1 (stereo unspecified)	0%	2%
CCC(=O)N1CCc2cc(CNC(=O)Cc3ccc(OC)c(OC)c3)ccc21	?	-9%
CCCn1c(SCC(O)c2ccccc2)nc2ccccc21 (stereo unspecified)	2%	6%
COc1ccc(Nc2cc(C(=O)NCc3ccccc3)c3ccccc3n2)c(OC)c1	7%	1%
COc1ccc(C(=O)N2CCC(c3c[nH]c4ccccc34)(c3c[nH]c4ccccc34)CC2)cc1	7%	0%
COc1cc(-c2ccno2)ccc1S(=O)(=O)N1CCN(c2cc(C)ccc2C)CC1	0%	4%
CN(C(=O)CSc1nc2ccc(NC(=O)COc3ccccc3)cc2s1)c1ccccc1	0%	-4%
CCN(CC)S(=O)(=O)c1ccc2nc(NC(=O)c3ccccc3OC)sc2c1	-2%	-25%
CCCCc1ccc(-n2nc3ccc(NC(=O)c4cc5ccccc5o4)cc3n2)cc1	4%	3%
CCN(CC)CCn1c(=N)n(CC(O)COc2ccccc2C)c2ccccc21 (stereo unspecified)	-3%	1%

Record cards, as listed above. Order of screens: Sm TGR block | Tb PYK inh
Cc1cc(-c2ccc(C)c(S(=O)(=O)NC(c3cccs3)C(C)C)c2)on1 (stereo unspecified) as listed: -1% | -1%
Cc1cc(C)c(Cn2c(C(O)c3ccccc3)nc3ccccc32)c(C)c1 (stereo unspecified) as listed: 0% | 2%
Cc1cccc(-c2nc(C(N)=O)c3c(n2)n(-c2ccc4c(c2)OCO4)c(=O)n3C)c1 as listed: 2% | -7%
